Mtb BioA inh: inhibitors of Mycobacterium tuberculosis BioA enzyme | purified M. tuberculosis BioA enzyme, plate reader | 360,000 compounds, 0.096% hits | inhibition, % at 9.99 µM; in the data active means inhibition above about 40%
* = called active by the depositor. Not all compounds are listed. The share of hits here may be higher or lower than overall.

SMILES	Mtb BioA inh
C[C@@H]1CN([C@@H](C)CO)C(=O)c2cc(NC(=O)Nc3ccc(F)cc3)ccc2O[C@@H](C)CCCCO[C@H]1CN(C)CC1CC1	-1.1
CCCN(C)C[C@@H]1Oc2cc(C#Cc3cccc(OC)c3)ccc2S(=O)(=O)N([C@H](C)CO)C[C@@H]1C	-3.4
C[C@H](CO)N1C[C@H](C)[C@H](CN(C)Cc2ccc(Cl)c(Cl)c2)Oc2ccc(NC(=O)CCN3CCOCC3)cc2CC1=O	0.8
CCCC#Cc1ccc2c(c1)O[C@H](CN(C)Cc1ccc3c(c1)OCO3)[C@@H](C)CN([C@H](C)CO)S2(=O)=O	-0.6
C[C@@H]1CN([C@H](C)CO)C(=O)c2cc(NC(=O)CCC(F)(F)F)ccc2O[C@@H]1CN(C)S(=O)(=O)c1ccc(F)cc1	-0.2
C[C@@H]1CN([C@@H](C)CO)C(=O)c2cc(C#CCc3ccccc3)cnc2O[C@@H]1CN(C)CC1CCOCC1	0.4
CC(C)NC(=O)N[C@H]1C=C[C@H](CC(=O)NCCN2CCCC2)O[C@H]1CO	0.3
C[C@@H]1CCCCO[C@H](CN(C)Cc2ccc(C(=O)O)cc2)[C@H](C)CN([C@H](C)CO)C(=O)c2cc(NC(=O)Cc3ccccc3)ccc2O1	-1.5
CCCC(=O)Nc1ccc2c(c1)C(=O)N(C)C[C@@H](OC)[C@H](C)CN(C(=O)CC1CC1)[C@@H](C)CO2	-0.6
Cc1noc(C)c1NC(=O)Nc1cccc2c1O[C@@H](CN(C)S(=O)(=O)c1ccc(F)cc1)[C@@H](C)CN([C@@H](C)CO)C2=O	-0.6
Cc1noc(C)c1NC(=O)Nc1ccc2c(c1)C(=O)N([C@H](C)CO)C[C@H](C)[C@H](CN(C)C(=O)Cc1ccccc1)OCCCC[C@H](C)O2	0.0
C[C@H](CO)N1C[C@H](C)[C@@H](CN(C)Cc2ccc3c(c2)OCO3)Oc2ccc(NS(=O)(=O)c3cccs3)cc2CC1=O	0.8
O=C(C[C@H]1CC[C@@H]2[C@H](COC[C@@H](O)CN2C(=O)c2ccccc2F)O1)NCc1ccc(Cl)cc1	-0.9
CC(C)CC#Cc1ccc2c(c1)O[C@H](CN(C)Cc1cncnc1)[C@@H](C)CN([C@@H](C)CO)S2(=O)=O	5.2
CCC(=O)N1[C@@H](CO)[C@@H](c2ccc(-c3ccccc3)cc2)[C@@H]1CNC(=O)COC	-0.7
C[C@H](CO)N1C[C@H](C)[C@@H](CN(C)S(=O)(=O)c2ccccc2F)Oc2cc(-c3ccncc3)ccc2S1(=O)=O	8.0
CCCC#Cc1cnc2c(c1)C(=O)N([C@@H](C)CO)C[C@H](C)[C@@H](CN(C)C(=O)C1CC1)O2	-0.3
O=C(C[C@H]1CC[C@@H]2[C@H](COC[C@H](O)CN2S(=O)(=O)c2ccccc2)O1)NCCN1CCCCC1	0.5
Cc1noc(C)c1S(=O)(=O)N(C)C[C@H]1Oc2c(NC(=O)c3cnccn3)cccc2C(=O)N([C@@H](C)CO)C[C@H]1C	0.1
CNC(=O)C[C@H]1CC[C@H]2[C@H](COc3ccc(NC(=O)Nc4cccc(C)c4)cc3C(=O)N2C)O1	1.2
C[C@@H]1CN([C@@H](C)CO)C(=O)c2cc(NC(=O)Cc3ccccc3)ccc2O[C@H]1CN(C)Cc1ccc(C(F)(F)F)cc1	0.5
CCC(=O)N(C)C[C@@H]1Oc2cc(C3=CCCC3)ccc2S(=O)(=O)N([C@H](C)CO)C[C@@H]1C	-2.2
Cc1noc(C)c1S(=O)(=O)Nc1ccc2c(c1)CC(=O)N([C@@H](C)CO)C[C@@H](C)[C@H](CN(C)Cc1ccc(Oc3ccccc3)cc1)O2	-0.6
COc1ccc(S(=O)(=O)Nc2ccc3c(c2)C(=O)N([C@@H](C)CO)C[C@H](C)[C@@H](CN(C)S(=O)(=O)c2cn(C)cn2)OCCCC[C@H](C)O3)cc1	-0.5
COc1ccccc1NC(=O)N[C@H]1CC[C@@H](CCn2cc(-c3ccccc3)nn2)O[C@@H]1CO	3.1
C[C@H](CO)N1C[C@H](C)[C@H](CN(C)S(=O)(=O)c2ccc(F)cc2)Oc2ncc(-c3cccc(C(F)(F)F)c3)cc2C1=O	0.8
O=C(C[C@@H]1C=C[C@@H](NS(=O)(=O)c2ccc(F)cc2)[C@H](CO)O1)NC1CCCCC1	1.1
COc1ccc(S(=O)(=O)Nc2ccc3c(c2)CC(=O)N([C@H](C)CO)C[C@@H](C)[C@H](CN(C)CC2CC2)O3)cc1	-0.3
C[C@@H]1CCCCO[C@H](CN(C)C(=O)C2CCCCC2)[C@@H](C)CN([C@@H](C)CO)C(=O)c2cc(NS(=O)(=O)c3ccccc3)ccc2O1	5.0
COc1ccc(NC(=O)N[C@H]2C=C[C@@H](CC(=O)NCc3ccccn3)O[C@H]2CO)cc1	-1.9
CCC(=O)Nc1ccc2c(c1)C(=O)N(C)C[C@H](OC)[C@H](C)CN(CC1CC1)[C@H](C)CO2	-1.6
C[C@@H]1CCCCO[C@H](CN(C)S(=O)(=O)c2cccs2)[C@@H](C)CN([C@H](C)CO)C(=O)c2cc(NS(=O)(=O)c3cn(C)cn3)ccc2O1	-0.6
CC=Cc1ccc2n(c1=O)C[C@@H]1[C@@H](CO)[C@H](C(=O)NCC3CC3)[C@H]2N1C(=O)C1CC1 (mixture of isomers)	1.8
C[C@@H]1CN([C@H](C)CO)C(=O)c2cc(NC(=O)c3ccncc3)ccc2O[C@@H]1CN(C)Cc1ccc(Oc2ccccc2)cc1	-0.3
C[C@@H]1CN([C@@H](C)CO)C(=O)c2cc(C#CC3(O)CCCC3)cnc2O[C@H]1CN(C)Cc1ccccc1	16
O=C(Nc1cccc(F)c1)N1C[C@H]2[C@@H](c3ccccc31)[C@H](CO)N2C(=O)c1ccccc1F	4.0

5 compounds out of the list, sorted by count of non-hydrogen atoms, rising:
SMILES	Mtb BioA inh
COc1ccc(NC(=O)N[C@H]2C=C[C@@H](CC(=O)NCc3ccccn3)O[C@H]2CO)cc1	-1.9
O=C(Nc1cccc(F)c1)N1C[C@H]2[C@@H](c3ccccc31)[C@H](CO)N2C(=O)c1ccccc1F	4.0
COc1ccc(S(=O)(=O)Nc2ccc3c(c2)CC(=O)N([C@H](C)CO)C[C@@H](C)[C@H](CN(C)CC2CC2)O3)cc1	-0.3
C[C@H](CO)N1C[C@H](C)[C@H](CN(C)S(=O)(=O)c2ccc(F)cc2)Oc2ncc(-c3cccc(C(F)(F)F)c3)cc2C1=O	0.8
C[C@@H]1CN([C@H](C)CO)C(=O)c2cc(NC(=O)c3ccncc3)ccc2O[C@@H]1CN(C)Cc1ccc(Oc2ccccc2)cc1	-0.3

Remaining list, next part:
SMILES	Mtb BioA inh
O=C(C1CCOCC1)N1C[C@@H]2[C@H](c3ccccc31)[C@@H](CO)N2Cc1ccccc1F	1.9
C[C@H](CO)N1C[C@H](C)[C@H](CN(C)C)Oc2ccc(NC(=O)C3CC3)cc2CC1=O	-2.6
CC(=O)N[C@H]1CC[C@H](CCNC(=O)C2CCCC2)O[C@H]1CO	2.8
COCC#Cc1ccc2c(c1)O[C@@H](CN(C)Cc1ccncc1)[C@H](C)CN([C@@H](C)CO)S2(=O)=O	2.8
COc1ccc(C#Cc2ccc([C@@H]3[C@@H](CO)N4CCCCN(C(=O)Nc5ccccc5)C[C@@H]34)cc2)cc1	-2.4
C[C@@H]1CN([C@@H](C)CO)C(=O)Cc2cc(NC(=O)c3ccncc3)ccc2O[C@H]1CN(C)Cc1ccc(C(=O)Nc2ccccc2N)cc1	-1.5
Cc1noc(C)c1NC(=O)N(C)C[C@H]1OCCCC[C@H](C)Oc2ccc(NC(=O)Cc3ccccc3)cc2C(=O)N([C@H](C)CO)C[C@@H]1C	-0.2
C[C@H](CO)N1C[C@H](C)[C@@H](CN(C)S(C)(=O)=O)OCCCC[C@H](C)Oc2ccc(NC(=O)Nc3ccccc3)cc2C1=O	1.2
Cc1noc(C)c1NC(=O)N(C)C[C@H]1OCCCC[C@@H](C)Oc2ccc(NC(=O)Cc3ccccc3)cc2C(=O)N([C@@H](C)CO)C[C@H]1C	-2.7
COc1ccc(NC(=O)N(C)C[C@@H]2Oc3ncc(C#C[C@@H](C)O)cc3C(=O)N([C@H](C)CO)C[C@@H]2C)cc1	0.5
N#C[C@H]1[C@@H](c2ccc(-c3ccccc3F)cc2)[C@H](CO)N1C(=O)c1ccccn1	-0.7
COc1cccc(-c2ccc3c(c2)[C@H]2[C@H](CCN2C(=O)Nc2ccccc2OC)[C@@H](CO)N3C)c1	1.6

Exported as a markdown table: entries from further up.
| mol | Mtb BioA inh |
| --- | --- |
| Cc1noc(C)c1NC(=O)N(C)C[C@H]1OCCCC[C@H](C)Oc2ccc(NC(=O)Cc3ccccc3)cc2C(=O)N([C@H](C)CO)C[C@@H]1C | -0.2 |
| C[C@H](CO)N1C[C@H](C)[C@@H](CN(C)S(C)(=O)=O)OCCCC[C@H](C)Oc2ccc(NC(=O)Nc3ccccc3)cc2C1=O | 1.2 |
| Cc1noc(C)c1NC(=O)N(C)C[C@H]1OCCCC[C@@H](C)Oc2ccc(NC(=O)Cc3ccccc3)cc2C(=O)N([C@@H](C)CO)C[C@H]1C | -2.7 |
| COc1ccc(NC(=O)N(C)C[C@@H]2Oc3ncc(C#C[C@@H](C)O)cc3C(=O)N([C@H](C)CO)C[C@@H]2C)cc1 | 0.5 |
| N#C[C@H]1[C@@H](c2ccc(-c3ccccc3F)cc2)[C@H](CO)N1C(=O)c1ccccn1 | -0.7 |
| COc1cccc(-c2ccc3c(c2)[C@H]2[C@H](CCN2C(=O)Nc2ccccc2OC)[C@@H](CO)N3C)c1 | 1.6 |

Later entries.
SMILES	Mtb BioA inh
CO[C@@H]1CN(C)C(=O)c2ccc(NC(=O)C3CC3)cc2OC[C@@H](C)NC[C@H]1C	-0.6
O=C(Cc1ccccc1)N1C[C@@H]2[C@H](c3ccccc31)[C@H](CO)N2C(=O)C1CC1	-4.3
Cc1noc(C)c1S(=O)(=O)Nc1cccc2c1O[C@H](CN(C)Cc1ccc(C(=O)Nc3ccccc3N)cc1)[C@H](C)CN([C@@H](C)CO)C2=O	0.7
C[C@H](CO)N1C[C@H](C)[C@H](CN(C)Cc2ccc(Cl)c(Cl)c2)Oc2ccc(NC(=O)CCC(F)(F)F)cc2C1=O	0.5
C[C@@H]1CCCCO[C@@H](CN(C)C(=O)C2CCCCC2)[C@@H](C)CN([C@H](C)CO)C(=O)c2cc(NC(=O)Nc3ccc(F)cc3)ccc2O1	-0.8
C[C@H](CO)N1C[C@H](C)[C@H](CN(C)Cc2ccc3c(c2)OCO3)Oc2ncc(-c3ccc(F)cc3)cc2C1=O	8.0
C[C@H](CO)N1C[C@H](C)[C@H](CN(C)Cc2ccccc2C(F)(F)F)OCc2cn(nn2)CCCC1=O	-0.7
C[C@@H]1CCCCO[C@H](CN(C)C(=O)CCC(F)(F)F)[C@@H](C)CN([C@H](C)CO)C(=O)c2cc(NS(=O)(=O)c3ccccc3)ccc2O1	-0.7
